# 697 NFkB inh – inhibitors of PMA/ionomycin-induced NF-kB reporter, 697 cells, primary screen, B-cell NF-kB inhibitor project, cell-based, luminescence, uHTS | inhibition, % at 4 µM | 330,000 compounds, 0.33% hits | AID 435022, 2010 | 697 B-cell NF-kB luciferase reporter, 16 h; in the data active means inhibition above about 35%
# Gli-Sufu block – Gli-Sufu pathway antagonists, primary screen, luciferase luminescence, Sufu-KO-LIGHT cells, uHTS | Sufu-KO-LIGHT fibroblasts, Gli luciferase reporter luminescence | inhibition, % at 5 µM | 340,000 compounds, 0.74% hits;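 active means inhibition above about 55%, limit read from the data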;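 further: 0% = DMSO-treated cells and 100% = wells with medium but no cells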
# SENP8 inh – SENP8 protease inhibitors, primary screen, biochemical, luminescence | Sentrin-specific protease 8 (Homo sapiens), Q96LD8 | purified SENP8, Z-RLRGG-aminoluciferin cleavage | inhibition, % at 10 µM | 330,000 compounds, 1.2% hits
# Target sequence (Q96LD8 whole entry, looked up): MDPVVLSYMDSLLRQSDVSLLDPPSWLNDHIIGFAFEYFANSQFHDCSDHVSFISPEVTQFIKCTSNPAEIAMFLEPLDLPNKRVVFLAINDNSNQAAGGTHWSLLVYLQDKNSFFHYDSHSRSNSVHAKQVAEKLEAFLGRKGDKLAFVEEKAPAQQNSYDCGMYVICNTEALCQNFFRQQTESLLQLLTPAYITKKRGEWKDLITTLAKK
# EBI2 antag – EBI2 receptor antagonists, beta-arrestin recruitment, primary screen, cell-based, luminescence, 7a,25-OHC stimulation, uHTS. 7a,25-OHC stimulated. 360,000 compounds, 0.81% hits. inhibition, % at 5 µM. AID 651636, 2012. G-protein coupled receptor 183 (Homo sapiens), P32249; in the data active means inhibition above about 38%;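 further: enzyme fragment complementation signal reports receptor beta-arrestin coupling in cells; 0% = agonist plus DMSO wells and 100% = wells without agonist; some results beyond the cut were filed as inactive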
# Jurkat NFkB inh – inhibitors of induced NF-kB luciferase reporter, primary screen, TCR NF-kB activation inhibitor project, cell-based, luminescence, uHTS. Jurkat, PMA/ionomycin-induced NF-kB luciferase reporter. inhibition, % at 4 µM. 330,000 compounds, 0.53% hits
# UBC13 inh – UBC13 polyubiquitin chain formation inhibitors, primary screen, biochemical, TR-FRET, uHTS; Ubiquitin-conjugating enzyme E2 N (Homo sapiens), P61088; inhibition, % at 20 µM; 330,000 compounds, 0.47% hits; in the data active means inhibition above about 45%, passing the limit was not always enough
# Target sequence (P61088 whole entry, looked up): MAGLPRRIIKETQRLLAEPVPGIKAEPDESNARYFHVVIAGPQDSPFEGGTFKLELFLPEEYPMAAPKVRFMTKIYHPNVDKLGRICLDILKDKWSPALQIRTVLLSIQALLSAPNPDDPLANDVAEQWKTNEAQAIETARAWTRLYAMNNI
# Apaf1 inhib – inhibitors of human Apaf-1 apoptosome, primary screen, biochemical, DEVD-Rh110 fluorescence, uHTS; reconstituted apoptosome caspase-3 activity; 330,000 compounds, 0.71% hits; Apoptotic protease-activating factor 1 (Homo sapiens), O14727; inhibition, % at 20 µM; active means inhibition of at least 40% at 20 µM;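 further: plate controls were DMSO wells for no effect and DEVD-CHO caspase inhibitor wells for full effect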
#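 Medium: Hepes buffer, pH 7.5 / System: biochemical Apaf-1 apoptosome reconstitution / Measured by: Rh110 fluorescence, excitation 480 nm, emission 540 nm / Times: compound with Apaf-1, dATP, procaspase-3 30 min, then 50 min reaction, room temperature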
# CCR6 antag – CCR6 receptor antagonists, primary screen, cell-based, CHO-K1, luminescence, beta-arrestin, uHTS; CHO-K1 CCR6 PathHunter beta-arrestin, CCL20-stimulated; inhibition, % at 20 µM; 340,000 compounds, 0.49% hits; AID 493098, 2011;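 active means compounds whose inhibition of the agonist-driven luminescence signal at 20 µM reaches about 50%, limit read from the data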;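 further: cells stimulated with CCL20 at 14 nM final; plate controls were DMSO with CCL20 for no effect and DMSO without agonist for full effect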
# Target sequence (P51684 whole entry, looked up): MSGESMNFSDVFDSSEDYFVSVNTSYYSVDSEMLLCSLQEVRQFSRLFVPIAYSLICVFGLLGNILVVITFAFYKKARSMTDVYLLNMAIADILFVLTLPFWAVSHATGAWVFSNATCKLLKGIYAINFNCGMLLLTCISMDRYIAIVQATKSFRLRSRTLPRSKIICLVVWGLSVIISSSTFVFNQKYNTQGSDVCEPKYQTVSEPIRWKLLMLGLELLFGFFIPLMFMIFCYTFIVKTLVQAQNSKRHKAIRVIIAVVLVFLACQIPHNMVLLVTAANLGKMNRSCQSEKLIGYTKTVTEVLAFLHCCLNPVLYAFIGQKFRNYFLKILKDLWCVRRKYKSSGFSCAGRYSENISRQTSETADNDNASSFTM
# * = called active by the depositor; / = no result given. Unless noted, no stated cut-off is given here; in the data, active means inhibition above about 50%; inactive means the rest.
SMILES,697 NFkB inh,Gli-Sufu block,SENP8 inh,EBI2 antag,Jurkat NFkB inh,UBC13 inh,Apaf1 inhib,CCR6 antag
CC(C)(C)c1ccc(C(=O)NNC(=O)CCC(=O)Nc2ccccc2)cc1,18,-1,-6,2,-17,-3,3,3
COc1ccc(N2C(=O)CSC2c2ccc(F)c(F)c2)cc1 (stereo unspecified),6,8,-8,-4,-7,1,16,3
CCCCOc1ccc(Cc2c(O)nc(SC)[nH]c2=O)cc1,14,13,11,-4,-9,6,11,13
CC1SCC(NC(=O)c2cccc(Cl)c2)CS1 (stereo unspecified),-28,4,-3,-6,3,1,-13,11
COc1ccc(N2C(=O)c3ccc(NC(C)=O)cc3C2=O)cc1,-9,4,-2,-11,-10,5,2,10
CCOc1ccc(/C(O)=C2/C(=O)C(=O)N(CCN(CC)CC)C2c2cccs2)cc1 (stereo unspecified),0,3,-6,0,-22,-19,7,-3
Cc1ccc(C)c(SCC(=O)OCC(=O)N2CC(C)OC(C)C2)c1 (stereo unspecified),11,2,-8,-1,6,-5,15,9
Cn1c(N)c(S(=O)(=O)NCc2ccccc2)c(=O)n(C)c1=O,0,7,-7,-2,-21,9,4,-1
CN(C)S(=O)(=O)N1CCC(Oc2ccc(C(=O)N3CCCCCCC3)cc2)CC1,-65,18,-2,-8,-37,-3,12,6
Cc1nn(-c2ccccc2)c2sc(C(=O)NC3CC3)cc12,0,-36,-3,-1,-31,4,16,0
CC(C)OCCCNC(=O)C1CCN(S(=O)(=O)N2CCCCC2)CC1,3,4,-3,-19,0,-1,-5,9
Cc1ccc(C(=O)NC2CCCCNC2=O)cc1C (stereo unspecified),-18,-18,-7,-4,-26,4,-4,-16
CN(c1ccccc1)S(=O)(=O)c1ccc(C(=O)OCC(=O)NCc2ccco2)cc1,4,-5,-2,-4,15,-3,2,-8
CC(C)Cc1nnc(NC(=O)CC(=O)Nc2ccccc2C(=O)O)s1,18,-2,53*,-9,8,-3,1,8
COc1cc(C(=O)Nc2cccc(-c3nc4cc(C)ccc4o3)c2C)cc(OC)c1OC,7,5,4,-2,-13,6,-1,11
Cc1cccc(NC(=O)Nc2ccc([N+](=O)[O-])cc2)n1,-117,-45,-5,21,-38,5,-31,-2
CCOc1ccc(N=CC2=C(O)CC(C)(C)CC2=O)cc1,3,-9,0,-14,-2,-3,-6,13
ClCC1=Nc2ccccc2Cc2ccccc21,-14,0,2,8,0,-13,-4,16
O=C(Cn1ncc2c([nH]c3ccccc32)c1=O)NCCc1ccc(Cl)cc1,-38,-8,2,-1,-8,-10,1,2
CCOn1c(=O)c(-c2ccccc2)[n+]([O-])c2ccccc21,-30,4,3,-6,-4,-2,2,4
Clc1ccc(CNC2CCCC2)c(Cl)c1,-18,-1,-3,1,-1,4,-29,-2
CCOC(=O)CN1N=C(/C=C/c2ccccc2)CCC1=O,-1,-6,-10,0,-15,-6,1,8
O=C1CC(N2CCN(c3cccc(C(F)(F)F)c3)CC2)C(=O)N1c1ccc(F)cc1 (stereo unspecified),-15,3,-1,-2,2,-8,17,-4
O=C(Nc1ccccc1Cl)C1CC(=O)n2c(nc3ccccc32)N1 (stereo unspecified),17,/,0,/,-5,3,-13,/
CC(=O)Nc1ccc(S(=O)(=O)NCCC(=O)OCC(=O)N2CCN(C(=O)c3ccco3)CC2)cc1,-10,0,-9,-2,3,-3,-3,-4
COc1ccc(N2CCN(C(=O)COCC(=O)O)CC2)cc1,6,10,6,-16,8,0,-3,15
Cc1nnc2c(N(C)S(=O)(=O)c3ccccc3)nc3ccccc3n12,-16,37,5,5,6,-3,-4,23
Cc1c(-c2cc(C(=O)O)no2)cnn1C,1,1,-13,0,-12,-10,7,3
Cc1ccc(OCC(=O)N/N=C\c2cn(Cc3ccccc3)c3ccccc23)cc1C,-57,0,-4,11,46,-7,-3,17
COCC(=O)Nc1ccc(S(=O)(=O)Nc2nccs2)cc1,13,16,-9,1,1,-1,1,9
COc1cccc(OCCNc2cc(N3CCCCC3)ccc2[N+](=O)[O-])c1,-27,-11,-3,61*,-11,0,19,24
O=C(COC(=O)c1cccc(C(=O)OCC(=O)NCc2ccc(F)cc2)n1)NCc1ccc(F)cc1,-22,9,-12,-11,13,-7,2,1
Cc1ccc(S(=O)(=O)c2ccc(NC(=O)c3c(F)cccc3F)cc2)cc1,-15,-3,-1,-9,-2,0,15,3
Cc1ccc(C(C)C)c(OCCNC(=S)Nc2cccc3ccccc23)c1,14,-5,1,40,4,2,12,5
CC(=O)Nc1ccc(S(=O)(=O)N2C3CCCC2CC(NC(=O)C2CCCCC2)C3)cc1 (stereo unspecified),-20,95*,-1,-2,-4,-2,0,2
O=C(O)[C@H](Cc1ccccc1)N1C(=O)c2c(Cl)c(Cl)c(Cl)c(Cl)c2C1=O,4,-2,2,-16,8,-28,20,-2
CC1CCC(NC(=O)CN(C)S(=O)(=O)c2ccc3c(c2)c(=O)n(C)c(=O)n3C)CC1 (stereo unspecified),2,31,3,-2,2,-6,-4,3
COc1cc(CN2CCNC(=O)C2CC(=O)NCc2csc(C(C)C)n2)cc(OC)c1 (stereo unspecified),7,7,-5,-5,-12,-3,-9,-1
CC(N=C1NS(=O)(=O)c2ccccc21)C(=O)NCCCc1ccccc1 (stereo unspecified),-7,3,-7,-1,-2,-11,6,3
C1=Nc2c(Nc3ccccc3)ncnc2Oc2ccccc21,-18,3,-11,3,-21,-10,6,-4
CCOC(=O)c1sc(=NC(=O)c2cccs2)n(C)c1C,-186,-98,4,-15,-148,23,-7,-1
O=C(CCCN1C(=O)/C(=C/c2cccs2)SC1=S)NNC(=O)c1ccccc1O,-8,-2,-10,-1,6,-9,10,24
O=C(Nc1c(Cl)cccc1Cl)C1CCC1,12,2,-12,-6,5,-11,-11,2
CCOC(=O)N1CCN(C(=O)c2nn(-c3cc(OC)cc(OC)c3)c(=O)c3ccccc23)CC1,10,/,3,/,0,-4,-2,/
CN(C)C(=O)N1CCC(C(=O)NC2CCCCCCC2)CC1,12,3,8,-5,1,-4,-8,4

# Compounds from the list above that contain an NH in an aromatic ring:
SMILES,697 NFkB inh,Gli-Sufu block,SENP8 inh,EBI2 antag,Jurkat NFkB inh,UBC13 inh,Apaf1 inhib,CCR6 antag
CCCCOc1ccc(Cc2c(O)nc(SC)[nH]c2=O)cc1,14,13,11,-4,-9,6,11,13
O=C(Cn1ncc2c([nH]c3ccccc32)c1=O)NCCc1ccc(Cl)cc1,-38,-8,2,-1,-8,-10,1,2

# Other entries follow:
SMILES,697 NFkB inh,Gli-Sufu block,SENP8 inh,EBI2 antag,Jurkat NFkB inh,UBC13 inh,Apaf1 inhib,CCR6 antag
COc1ccc(N2CCN(C(=O)C(OC(C)=O)c3ccccc3)CC2)cc1 (stereo unspecified),11,24,-2,-5,-5,2,-2,2
CCCc1nc(N2CCOCC2)c(C#N)c2c1CCCC2,-27,1,-5,6,2,17,22,13
COc1ccc(N(CC(=O)N/N=C/c2cccs2)S(=O)(=O)c2ccc(OC)c(OC)c2)cc1,-8,-3,13,-1,-5,-5,11,-1
CCN(C(=O)CSc1ncccc1C(=O)O)C1CCCCC1,7,-7,-5,0,7,-6,0,-10
COc1cc([N+](=O)[O-])ccc1NC(=O)CSc1n[nH]c(C(C)C)n1,2,-4,-3,1,2,5,0,-4
O=C1CN(C(=O)/C=C/c2ccco2)c2ccccc2N1,14,-13,5,-1,-7,-4,-19,8
CS(=O)Cc1cc(Sc2ccccc2)nc(-c2cccnc2)n1 (stereo unspecified),-29,10,3,4,4,-5,2,1
COCCCn1nnnc1SCC(=O)Nc1nc2ccccc2s1,12,-10,-3,10,7,0,4,-1
Cc1ccc(NC(=O)CN2CCN(CCN=CC3=C(O)CC(c4ccc(C)cc4)CC3=O)CC2)cc1 (stereo unspecified),7,11,0,1,-24,24,11,0
CCN(CC)c1cc(C)c(C#N)c2nc3ccccc3n12,-27,2,2,-2,22,-1,-4,13
OCC1(Cc2ccccc2)CCCN(Cc2c[nH]c3ccccc23)C1 (stereo unspecified),-6,13,4,-4,7,5,2,-15
CCN(C(=O)COC(=O)CCC(=O)c1cccs1)c1ccccc1,5,22,-3,-5,3,3,21,9
COc1ccc(-c2noc(CCC(=O)Nc3cc(Cl)c(OC)cc3OC)n2)cc1,-11,4,-2,8,-9,13,6,18
Cc1ccc(C(=O)NN2C(=O)CSC2=S)cc1,-7,1,1,-5,29,-2,-3,12
COc1ccc2sc(-c3ccc(SC)cc3)c(C#CCO)c2c1,-81,-21,3,11,-49,21,7,9
CN1CCN(c2cc(-c3ccccc3)nc3cc(-c4ccc(F)cc4)nn23)CC1,1,0,-1,17,18,33,26,8
CC(C)(C)n1nnnc1C(c1cccs1)N(Cc1cccnc1)CC1CCCO1 (stereo unspecified),-16,-4,-13,13,-14,-1,7,4

# Not a retest: an excerpt of the list.
SMILES,697 NFkB inh,Gli-Sufu block,SENP8 inh,EBI2 antag,Jurkat NFkB inh,UBC13 inh,Apaf1 inhib,CCR6 antag
COc1ccc(N(CC(=O)N/N=C/c2cccs2)S(=O)(=O)c2ccc(OC)c(OC)c2)cc1,-8,-3,13,-1,-5,-5,11,-1
CCN(C(=O)CSc1ncccc1C(=O)O)C1CCCCC1,7,-7,-5,0,7,-6,0,-10
COc1cc([N+](=O)[O-])ccc1NC(=O)CSc1n[nH]c(C(C)C)n1,2,-4,-3,1,2,5,0,-4
O=C1CN(C(=O)/C=C/c2ccco2)c2ccccc2N1,14,-13,5,-1,-7,-4,-19,8
CS(=O)Cc1cc(Sc2ccccc2)nc(-c2cccnc2)n1 (stereo unspecified),-29,10,3,4,4,-5,2,1
COCCCn1nnnc1SCC(=O)Nc1nc2ccccc2s1,12,-10,-3,10,7,0,4,-1
Cc1ccc(NC(=O)CN2CCN(CCN=CC3=C(O)CC(c4ccc(C)cc4)CC3=O)CC2)cc1 (stereo unspecified),7,11,0,1,-24,24,11,0
CCN(CC)c1cc(C)c(C#N)c2nc3ccccc3n12,-27,2,2,-2,22,-1,-4,13
OCC1(Cc2ccccc2)CCCN(Cc2c[nH]c3ccccc23)C1 (stereo unspecified),-6,13,4,-4,7,5,2,-15
CCN(C(=O)COC(=O)CCC(=O)c1cccs1)c1ccccc1,5,22,-3,-5,3,3,21,9
COc1ccc(-c2noc(CCC(=O)Nc3cc(Cl)c(OC)cc3OC)n2)cc1,-11,4,-2,8,-9,13,6,18
Cc1ccc(C(=O)NN2C(=O)CSC2=S)cc1,-7,1,1,-5,29,-2,-3,12
COc1ccc2sc(-c3ccc(SC)cc3)c(C#CCO)c2c1,-81,-21,3,11,-49,21,7,9
CN1CCN(c2cc(-c3ccccc3)nc3cc(-c4ccc(F)cc4)nn23)CC1,1,0,-1,17,18,33,26,8
CC(C)(C)n1nnnc1C(c1cccs1)N(Cc1cccnc1)CC1CCCO1 (stereo unspecified),-16,-4,-13,13,-14,-1,7,4

# Compound activity as filed in PubChem BioAssay.

# Some of the compounds tested, so the mix of outcomes need not match the whole.
